HEK293 cAMP ctrl = raises cAMP in parental HEK293 cells, TSHR agonist counter-screen. parental HEK293 CNG cAMP sensor, membrane potential fluorescence. Potency, µM (doses to about 57.1 µM), for the others: at the top dose activation, most hits filed as activators. actives 2.5% (n = 73,000). AID 938; further: potency means the concentration at half of the fitted maximal effect; % of control where 0% means no effect; nearly all actives have a fitted effect of over 55% in size
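Parental HEK 293 cells stably expressing a modified CNG channel (no TSHR) report cAMP rise as membrane depolarization. Membrane potential dye with 100 uM RO 20-1724 was loaded for 60 min at room temperature, then compound added for 30 min; fluorescence read at 590 nm.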
Caspase-7 inhib = allosteric or competitive inhibitors of human caspase-7; P55210; recombinant caspase-7, Ac-DEVD-AFC fluorescence rate; Potency, µM (series often up to 57.5 µM), for the others: top-dose activity change, negative = inhibition, most hits filed as inhibitors; actives 0.02% (n = 75,000); AID 889; active means well fitted inhibition curve with a large enough effect in the main read-out, with a control signal flat, not every such curve was filed as active; inconclusive means small, poorly fitted or top-dose-only effect, or a change in a side signal; further: potency means the concentration at half of the fitted maximal effect; % of control where 0% means no effect
Target sequence (P55210 24-198 limits assumed): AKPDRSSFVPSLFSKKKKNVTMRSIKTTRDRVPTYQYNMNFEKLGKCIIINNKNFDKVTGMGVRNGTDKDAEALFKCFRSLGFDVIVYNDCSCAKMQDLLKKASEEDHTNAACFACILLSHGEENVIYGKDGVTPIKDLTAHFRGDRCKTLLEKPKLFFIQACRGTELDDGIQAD
Target sequence (P55210 207-303 limits assumed): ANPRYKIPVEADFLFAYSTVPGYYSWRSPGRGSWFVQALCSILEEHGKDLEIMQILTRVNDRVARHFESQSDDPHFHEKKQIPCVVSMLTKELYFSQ
Fluorescein fluor = fluorescein region autofluorescence; Compound autofluorescence, 480/540 nm, fluorescein-equivalent; stronger effect = higher value; max fluorescein-equivalent concentration, M; actives 0.91% (n = 59,000); AID 593; in the data active means max fluorescein-equivalent concentration above about 10 nM; inconclusive means between about 1.1 nM and that limit
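Values reflect compound autofluorescence, normalized to fluorescein on the same plate and reported at each tested concentration. Conditions: 100 mM Tris pH 8.0, room temperature, 15 min, excitation 480 nm, emission 540 nm.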
Texas Red fluor = Texas Red region autofluorescence | Compound fluorescence, Texas Red channel, 547/618 nm; stronger effect = higher value | max dye-equivalent concentration, M | actives 0.06% (n = 59,000); in the data active means max dye-equivalent concentration above about 10 nM; inconclusive means between about 1.1 nM and that limit
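Fluorescence at ex 547/em 618 nm, normalized against an on-plate Texas Red standard series to give dye-equivalent concentration per compound concentration. Buffer 100 mM Tris, pH 8.0; 15 min RT incubation before CCD imaging.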
Caspase-1 inhib = allosteric or competitive inhibitors of human caspase-1; actives 0.03% (n = 75,000); Caspase-1 enzyme, Ac-WEHD-AFC fluorogenic rate; AID 900; Potency, µM (top dose mostly 57.5 µM), for the others: at the highest dose activity change, negative = inhibition, most hits filed as inhibitors; P29466;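 further: potency means the concentration at half of the fitted maximal effect; plate controls were vehicle for no effect and no substrate for full effect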
Target sequence (P29466 120-297 limits assumed): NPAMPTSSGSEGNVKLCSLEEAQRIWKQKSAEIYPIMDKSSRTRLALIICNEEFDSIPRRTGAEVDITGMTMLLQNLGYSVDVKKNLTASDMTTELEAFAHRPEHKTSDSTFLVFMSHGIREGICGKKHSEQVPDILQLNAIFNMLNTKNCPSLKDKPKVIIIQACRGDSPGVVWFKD
Target sequence (P29466 317-404 limits assumed): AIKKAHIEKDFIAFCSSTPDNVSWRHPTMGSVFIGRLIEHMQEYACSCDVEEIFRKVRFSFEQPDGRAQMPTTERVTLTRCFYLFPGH
Rhodamine autofl = rhodamine region autofluorescence. Rhodamine-region fluorescence, 547/598 nm, Tris buffer; stronger effect = higher value. max dye-equivalent concentration, M. actives 0.05% (n = 59,000); in the data active means max dye-equivalent concentration above about 11 nM; inconclusive means between about 1.1 nM and that limit
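Compounds in 100 mM Tris buffer, pH 8.0, were incubated 15 min at room temperature, then read at 547 nm excitation and 598 nm emission. Fluorescence was normalized against a per-plate six-point rhodamine standard curve as dye-equivalent concentration.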
FLuc inh = blocks Photinus pyralis firefly luciferase activity | Potency, µM (top dose mostly 57.1 µM), for inactives: at the highest dose activity change, negative = inhibition, usual class: inhibitors | AID 411 | purified firefly luciferase, luminescence, 8 min | actives 2.2% (n = 72,000); further: potency means the concentration at half of the fitted maximal effect; on the % scale 0 is the no-effect control and ±100 the full control effect; nearly all actives have a fitted effect of over 40% in size
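Substrate buffer containing 10 uM ATP (pH 7.2 imidazole, Mg2+, KCl, detergent, BSA) is dispensed, compound pinned in, then luciferase/luciferin detector mix added. After 8 min at ambient temperature, light output is measured.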
HADH2 inh = blocks human hydroxyacyl-CoA dehydrogenase type II. recombinant HADH2, NADH fluorescence, beta-hydroxybutyryl-CoA. actives 3.4% (n = 73,000). Potency, µM (doses to about 57.1 µM), without a hit: at the top dose activity change, negative = inhibition, hits mostly inhibitors. Q99714; further: potency means the concentration at half of the fitted maximal effect; on the % scale 0 is the no-effect control and ±100 the full control effect; nearly all actives have a fitted effect of over 60% in size; many of its hits are not listed in these tables
Target sequence (Q99714 whole entry, looked up, one chain of several): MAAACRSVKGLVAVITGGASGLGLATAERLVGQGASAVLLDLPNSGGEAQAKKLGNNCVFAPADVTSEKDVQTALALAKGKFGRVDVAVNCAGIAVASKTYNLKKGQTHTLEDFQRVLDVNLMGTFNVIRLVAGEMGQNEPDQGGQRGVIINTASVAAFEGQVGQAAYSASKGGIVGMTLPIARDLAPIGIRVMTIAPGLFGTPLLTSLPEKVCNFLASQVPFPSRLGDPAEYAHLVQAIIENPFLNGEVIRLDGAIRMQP
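NADH fluorescence (ex 360/em 450 nm) read every 30 s for 4 min; activity taken as last-minus-first time point difference. Enzyme 20 nM, NAD+ 1 mM, beta-hydroxybutyryl-CoA 90 uM, pH 9.0 Tris buffer.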
USP2a inh = inhibitors of human ubiquitin-specific protease USP2a. AID 927. Potency, µM (highest dose often 38.3 µM), for inactives: top-dose activity change, negative = inhibition, most hits filed as inhibitors. actives 0.1% (n = 60,000). USP2a enzymatic assay, qHTS inhibition. O75604;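 further: potency means the concentration at half of the fitted maximal effect; nearly all actives have a fitted effect of over 60% in size; plate controls were DMSO for no effect and NEM full inhibition control for full effect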
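USP2 core (20nM final) preincubated 30 min RT with compound, then Ub-PLA2 20nM and NBD C6-HPC 20uM final added; buffer 20mM Tris-HCl pH 8.0, 2mM CaCl2. Fluorescence Ex 460/Em 535 read at 0 and 2.5 h; normalized to NEM.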
ERK AVP inh = blocks ERK signaling stimulated by vasopressin | HEK293-V1b, vasopressin-stimulated pERK AlphaScreen | Potency, µM (series often up to 57.5 µM), for inactives: top-dose activity, negative = inhibition, most hits filed as inhibitors | actives 0.99% (n = 72,000) | AID 995; further: potency means the concentration at half of the fitted maximal effect; on the % scale 0 is the no-effect control and ±100 the full control effect; nearly all actives have a fitted effect of over 55% in size
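qHTS, compounds titrated on V1b-expressing HEK293 cells. Preincubation 30 min at 37C, vasopressin 25 nM for 5 min, lysis 10 min, bead incubation 5 hr at room temperature.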
Tau filament bind = tau filament binding; P10636; recombinant tau filaments, thioflavin S fluorescence, 15 h; filaments grown with octadecylsulfate alongside compound; Potency, µM (series often up to 57.1 µM), without a hit: top-dose activity change, negative = inhibition; actives 2% (n = 71,000); AID 596;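 further: potency means the concentration at half of the fitted maximal effect; on the % scale 0 is the no-effect control and ±100 the full control effect; actives lower thioflavin S fluorescence by blocking filaments or displacing dye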
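ThS-based fibril read: tau 1 uM final, inducer ODS 30 uM final, 37 C for 15 h, ex 450/em 510 nm.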
Starred values were filed as active, the others as inactive; i = inactive; ? = inconclusive; . = not tested or not shown; [ ] = another dose, or the depositor's remark. Unless noted, the call rests on the fitted dose curve; in most records, active means well fitted curve in the direction sought with a large enough effect; inconclusive means small, poorly fitted or top-dose-only effect, or another doubt; inactive means no such curve, though single readings can be large; an effect the other way counts as inactive or inconclusive. These rows are one share of the data; the hit share may differ from the screen's.

smiles | HEK293 cAMP ctrl | Caspase-7 inhib | Fluorescein fluor | Texas Red fluor | Caspase-1 inhib | Rhodamine autofl | FLuc inh | HADH2 inh | USP2a inh | ERK AVP inh | Tau filament bind
COc1ccc2cc3cc(C(=O)NCc4ccccn4)oc3nc2c1 | 6.7% | -3.3% | i | i | -6.1% | i | -6.7% | 31.6µM* | 6.1% | 26.8% | 13.5%
COc1nc(Nc2ccc(-c3nc4ccccc4o3)cc2)nc(N2CCOCC2)n1 | 17.0% | -0.8% | i | i | -1.4% | i | -1.0% | 31.6µM* | 45.0%[activator] | -10.7% | 214.8%
CCC(=O)Oc1ccc(-c2nc(-c3cccnc3)no2)cc1 | -11.1% | -1.5% | i | ? | -2.8% | i | 12.6µM* | -17.3% | 13.7% | -22.8% | 8.8%
CC1=C(C#N)C2C(/C1=N/O)C2(C)C (configuration not stated) | 5.1% | -1.4% | . | . | -1.0% | . | 1.0% | -10.2% | 1.7% | -9.2% | 4.6%
CCCCn1nnnc1SCC(=O)N1CCN(C(=O)c2ccco2)CC1 | -6.2% | 4.1% | ? | ? | 3.3% | i | 4.8% | -2.6% | 1.5% | 1.3% | 6.2%
C=CC(C)(O)CCC=C(C)C (configuration not stated) | 2.3% | 1.1% | . | . | 2.1% | . | . | -1.1% | . | -6.4% | -8.2%
CCCCNC(=O)OCCNC(=O)Oc1cccc(C)c1 | 10.5% | -0.9% | i | i | 0.0% | i | -0.8% | 2.0% | -2.4% | -4.2% | -1.4%
COc1ccc(S(=O)(=O)Nc2ccc(C)cc2)cc1OC | -4.5% | -1.3% | i | i | -1.2% | i | 1.0% | 6.2% | 2.9% | -11.4% | -1.5%
O=C(Cn1ccc(=O)[nH]c1=O)Nc1ccc(C(=O)O)c(O)c1 | 0.7%[11.4 µM] | 0.5%[11.5 µM] | ? | i | -6.7%[11.5 µM] | i | 0.2%[11.4 µM] | -10.7%[11.4 µM] | . | 3.8%[11.5 µM] | -3.0%[11.4 µM]
Cc1cccc(NC2=NC(C)(C)N=C(N)N2)c1C | -8.4% | 0.7% | i | i | -0.3% | i | 2.0% | 2.0% | -0.1% | 14.0% | 13.2%
COCCNc1ncnc2ccc(-c3ccccc3C(F)(F)F)cc12 | ? | -3.7% | i | i | 2.3% | i | 0.4%[2.29 µM] | ? | 2.6% | ? | 0.0%
O=C(NCCc1c[nH]c2ccccc12)[C@@H]1C[C@H]1[C@@H](NP(=O)(c1ccccc1)c1ccccc1)c1ccccc1 | -7.8% | -3.9% | . | . | -4.2% | . | . | 4.5% | . | -6.8% | 9.2%
CCOC(=O)CNC(=O)CSc1ncnc2c1cnn2-c1ccc(C)cc1 | 7.5% | -1.6% | ? | i | -2.0% | i | 0.9% | 11.5% | 5.3% | 7.94µM* | 8.0%
COc1cc(C2NC(=O)NC(C)=C2C(=O)OC2CCCCC2)cc(Br)c1O (configuration not stated) | ? | 0.5% | . | . | -0.6% | . | 0.6% | 1.4% | 16.1% | -27.8% | 12.9%
CCOC(=O)N1CCN(C(=O)CSc2nc3ccccc3c(=O)n2-c2ccccc2)CC1 | 17.9% | -0.7% | ? | ? | 2.1% | i | 0.3% | 2.6% | 22.8% | -40.3% | 0.9%
COc1cc(-c2ccc(N=Nc3ccc4c(S(=O)(=O)O)cc(S(=O)(=O)O)c(N)c4c3O)c(OC)c2)ccc1N=Nc1ccc2c(S(=O)(=O)O)cc(S(=O)(=O)O)c(N)c2c1O | -16.4% | -11.0% | ? | ? | -3.7% | i | -1.3% | 10µM* | 77.0%[activator][17.1 µM] | 15.8µM* | 12.6µM*
COCCNC(=O)c1cc(-c2ccc(OC)c(OC)c2)on1 | -0.1% | 1.1% | i | i | 1.7% | i | 0.9% | -5.1% | -3.2% | -0.2% | 6.1%
N#C/C=C1/NC(=O)c2ccccc2S1 | -0.6% | -1.4% | ? | i | 2.2% | i | 0.6% | -18.6% | -3.5% | 7.0% | 9.7%
FC(F)(F)c1nc2nc(Cl)c(Cl)nc2n1CCCN1CCOCC1 | -1.6%[11.4 µM] | -2.9%[11.5 µM] | ? | i | 3.8%[11.5 µM] | i | 2.2%[11.4 µM] | ? | . | -8.2%[11.5 µM] | 7.9%[11.4 µM]
Cc1cc(Cl)ccc1OCC(=O)Nc1ccccc1CO | 2.0% | -0.3% | ? | i | -0.4% | i | -20.0% | -4.1% | -6.6% | -22.2% | 7.2%
Cn1c(CCCCCN)nc2ccccc21 | 4.7% | -0.5%[0.00368 µM] | ? | i | -2.5% | i | 2.4% | 13.4% | 1.8% | -5.0% | 15.2%
CCOC(=O)c1cc(NC(=O)Nc2ccc(OC)c(OC)c2)c(C)nc1C | -8.6% | -1.4% | i | i | -3.0% | i | 3.0% | 9.0% | 25.3% | -17.4% | 0.8%
O=c1c(-c2cccc(Cl)c2)nc2cncnc2n1C1CC1 | 2.0% | -3.5% | i | i | -3.0% | i | 2.4%[11.4 µM] | -7.7% | 15.1% | -25.5% | -2.1%
CC(C)(C)n1ncc2c(=O)n(CC(=O)c3ccc(Cl)cc3)cnc21 | ? | -3.1% | i | i | 0.1% | i | 20µM* | 13.3% | 20.4% | -1.8% | -1.5%

No new results follow: entries from further up.
smiles | HEK293 cAMP ctrl | Caspase-7 inhib | Fluorescein fluor | Texas Red fluor | Caspase-1 inhib | Rhodamine autofl | FLuc inh | HADH2 inh | USP2a inh | ERK AVP inh | Tau filament bind
CCOC(=O)CNC(=O)CSc1ncnc2c1cnn2-c1ccc(C)cc1 | 7.5% | -1.6% | ? | i | -2.0% | i | 0.9% | 11.5% | 5.3% | 7.94µM* | 8.0%
COc1cc(C2NC(=O)NC(C)=C2C(=O)OC2CCCCC2)cc(Br)c1O (configuration not stated) | ? | 0.5% | . | . | -0.6% | . | 0.6% | 1.4% | 16.1% | -27.8% | 12.9%
CCOC(=O)N1CCN(C(=O)CSc2nc3ccccc3c(=O)n2-c2ccccc2)CC1 | 17.9% | -0.7% | ? | ? | 2.1% | i | 0.3% | 2.6% | 22.8% | -40.3% | 0.9%

More structures follow:
smiles | HEK293 cAMP ctrl | Caspase-7 inhib | Fluorescein fluor | Texas Red fluor | Caspase-1 inhib | Rhodamine autofl | FLuc inh | HADH2 inh | USP2a inh | ERK AVP inh | Tau filament bind
CCOC(=O)c1ccc(S(=O)(=O)N2CCN(CC3CC=CCC3)CC2)cc1 (configuration not stated) | ? | -1.6% | ? | i | -4.0% | i | -6.3% | 13.6% | -3.6% | 42.4%[activator] | -3.2%
Cn1c2ccccc2c2c(C(=O)NCCCN3CCCC3=O)cn(C3CCCCC3)c(=O)c21 | -0.7% | 0.1% | i | i | 0.2% | i | -1.2% | 25.1µM* | 20.8% | 31.1%[activator] | -2.9%
C=C1C(=O)O[C@H]2C[C@@]3(C)CCCC(=C)[C@@H]3C[C@H]12 | 1.8% | . | i | ? | . | i | -6.5%[11.4 µM] | -2.6% | . | . | -9.6%
O=C(CCn1nc(-c2ccc(Cl)cc2)ccc1=O)N1CCOCC1 | 20.1% | 3.1% | i | ? | -1.4% | i | 1.6% | -1.8% | 8.9% | -5.3% | -5.7%
Cc1cccc(OCC(=O)Nc2cc(C)c(C)cc2O)c1 | -0.4% | 0.3% | i | i | -0.3% | i | -0.7% | 1.8% | -9.5% | -0.1% | 120.2%
CC(C)(C)n1nc2c(c1NC(=O)COc1ccc(Cl)cc1)CSC2 | 3.7% | -0.9% | i | i | 0.4% | i | 0.2% | 0.2% | 73.3%[activator] | -9.9% | 9.9%
CCOCCCN(Cc1cc2cc(C)cc(C)c2[nH]c1=O)C(=O)N(CC)CC | 6.5% | -0.8% | ? | ? | 2.9% | i | 1.3% | 4.6% | 11.5% | -0.9% | -2.7%
COc1ccccc1CNC(=O)C1CCN(Cc2nc(-c3ccc(Cl)cc3)oc2C)CC1 | 16.1% | -0.1% | i | ? | -1.2% | i | 4.0% | -0.9% | 23.9% | 3.7% | 16.9%
Cc1cc(N2CCC(C)CC2)nc2ccc(N3C(=O)CCC3=O)cc12 | -0.7% | -1.6% | i | i | 0.3% | i | -4.3% | 74.4%[activator] | 2.5% | -2.8% | 0.9%
CCOC(=O)N1CCN(c2c(NCCN(C)Cc3ccccc3)c(=O)c2=O)CC1 | 4.6% | -2.3% | . | . | 0.4% | . | 2.0% | -2.8% | . | -20.4% | -6.5%
Cc1cc(NS(=O)(=O)c2ccc(Br)s2)no1 | 6.8% | 0.2% | i | i | -0.2% | i | -3.7% | 2.0% | 1.0% | -0.7% | 0.0%
Cn1c(=O)c2c(nc(CN3CCN(c4ccccc4)CC3)n2Cc2c(F)cccc2Cl)n(C)c1=O | 28.3% | -0.2% | i | i | -2.4% | i | 1.9% | 7.6% | 22.0% | -3.1% | 7.9%
O=C(OCCN1CCCCC1)c1cc2ccccc2o1 | 14.5% | -0.3% | i | i | -1.5% | i | -10.4% | 9.9% | 11.9% | 7.4% | 9.5%

Compound activity deposited in PubChem BioAssay by National Center for Advancing Translational Sciences (NCATS).
